SW480 rereplic = induces DNA re-replication in SW480 colon adenocarcinoma cells. SW480 DNA re-replication, Hoechst DNA content imaging, 48 h. Potency, µM (titrated, usually from 46.1 µM), without a hit: top-dose re-replication activation, hits mostly activators. 340,000 compounds, 1.8% hits; further: potency means the concentration at half of the fitted maximal effect; % of control where 0% means no effect; nearly all actives have a fitted effect of over 55% in size
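SW480 cells exposed to compounds for 48 hr at 37 C, 5% CO2, then Hoechst-stained 40 min. Nuclear DNA content imaged by fluorescence scanning (405 nm excitation, 500-530 nm emission); re-replication scored as increased high-intensity nuclei.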
S2 tox = cell viability loss in ATXN counter-screen; S2 cells (HEK-293 line with an ATXN2-luciferase reporter) viability, CellTiter-Fluor protease fluorescence, 24 h; 400,000 compounds, 0.49% hits; Potency, µM (titrated, usually from 56.7 µM), hits mostly cytotoxic; further: potency means the concentration at half of the fitted maximal effect; nearly all actives have a fitted effect of over 40% in size
IL1B secr inh = blocks inflammasome-driven IL-1 beta release | THP-1 LPS/ATP IL-1B secretion, AlphaLISA, 16 h; stronger effect = lower value | activity change, % at 57.5 µM | 360,000 compounds, 4.7% hits | AID 743279; in the data active means activity change below about -50%; inconclusive means mostly about -30% to -49%; further: on the % scale 0 is the no-effect control and ±100 the full control effect
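Secreted IL-1B measured by AlphaLISA bead assay after 16 h compound exposure of THP-1 cells; compounds (final up to 57.5 uM) added 1 h before LPS (250 ng/mL) and ATP (1.25 mM) stimulation; lower signal means less secretion.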
KB-3-1 tox = KB-3-1 parental cell cytotoxicity; KB-3-1 viability, CellTiter-Glo ATP luminescence, 72 h; Potency, µM (highest dose often 46.1 µM), for inactives: at the top dose activity change, negative = cytotoxic, actives largely listed as cytotoxic; 400,000 compounds, 1.4% hits; AID 1347075; further: potency means the concentration at half of the fitted maximal effect; on the % scale 0 is the no-effect control and ±100 the full control effect; nearly all actives have a fitted effect of over 60% in size
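Cytotoxicity in the drug-sensitive parental line KB-3-1 was scored as loss of CellTiter-Glo luminescence following 72 h incubation with compound. Values come from curve fitting of normalized concentration-response data.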
HT1080NT lethal = kills 2HG-producing HT-1080-NT fibrosarcoma cells | Potency, µM (titrated, usually from 46.1 µM), for the others: at the top dose activity, negative = less viability, most hits filed as cytotoxic | 360,000 compounds, 1.6% hits | HT-1080-NT fibrosarcoma viability, CellTiter-Glo ATP luminescence, 48 h | AID 686970;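 further: NT is the 2HG producing partner of a matched IDH1 knockdown line; potency means the concentration at half of the fitted maximal effect; 0% = DMSO-treated cells and -100% = media-only wells without cells; nearly all actives have a fitted effect of over 55% in size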
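Compounds were tested in concentration-response format on HT-1080-NT cells for 48 hours at 37 degrees C. Cell viability came from CellTiter-Glo luminescence; curves were classified by r2, response magnitude and activity.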
HepG2 tox = counter-screen for TGF-b inhibitors: cytotoxicity in HepG2 cells; HepG2 CAGA-GFP viability, ATP luminescence, 18 h; Potency, µM (titrated, usually from 46.1 µM), inactives show top-dose activity change, negative = cytotoxicity, usual class: cytotoxic; 410,000 compounds, 0.76% hits; further: potency means the concentration at half of the fitted maximal effect; some results filed as inactive show a strong effect at the top dose
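CellTiter-Glo luminescence gave cytotoxicity after 18 hours at 37 degrees C. The cells were HepG2 CAGA-GFP in 1% FBS DMEM, stimulated with 500 pg/mL TGF-beta after compound addition. %Activity was normalised to no-cell wells (complete cell-killing) and DMSO (no toxicity), and curves were fitted and classified.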
ATXN2 expr inh = ATXN2 expression inhibition. 360,000 compounds, 0.72% hits. HEK-293 ATXN2-luciferase reporter, luminescence, 24 h. Potency, µM (series often up to 57 µM), without a hit: at the top dose activity change, negative = inhibition, usual class: inhibitors; further: potency means the concentration at half of the fitted maximal effect; on the % scale 0 is the no-effect control and ±100 the full control effect; nearly all actives have a fitted effect of over 55% in size
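qHTS (up to 57 uM final) was run with 24 h compound exposure of reporter cells at 37 °C. Each well was multiplexed: SteadyGlo luminescence measured ATXN2-luciferase expression after a fluorogenic Gly-Phe-AFC viability readout (25 uM final).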
HT1080 IDH1KD tx = HT-1080 IDH1 knockdown cell toxicity (counter line). Potency, µM (top dose mostly 46.1 µM), for the others: top-dose activity, negative = toxicity, usual class: cytotoxic. 360,000 compounds, 2% hits. AID 686971. HT-1080 IDH1 knockdown viability, ATP luminescence, 48 h;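 further: potency means the concentration at half of the fitted maximal effect; 0% = DMSO wells and -100% = cell-free medium wells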
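Knockdown cells (IDH1KD HT-1080) received compounds 2 h after plating at 750 cells/well and were kept 48 h at 37 °C in 5% FBS RPMI. A CellTiter-Glo luminescence read gave % activity for curve fitting.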
MCF10A rerep = inducers of DNA re-replication in MCF 10A breast cells. MCF 10A DNA re-replication, Hoechst nuclear intensity, 48 h. Potency, µM (doses to about 46.1 µM), without a hit: at the highest dose activity, positive = re-replication, hits mostly activators. 350,000 compounds, 2.9% hits. AID 624296; further: potency means the concentration at half of the fitted maximal effect; % of control where 0% means no effect; nearly all actives have a fitted effect of over 50% in size
Starred values were filed as active, the others as inactive; i = inactive; ? = inconclusive; . = not tested or not shown; & = joins results of further samples; [ ] = remark or other dose. Unless noted, the call rests on the fitted dose curve; in most records, active means well fitted curve in the direction sought with a large enough effect; inconclusive means small, poorly fitted or top-dose-only effect, or another doubt; inactive means no such curve, though single readings can be large; an effect the other way counts as inactive or inconclusive. These rows are one share of the data; rates above refer to the full screens.

SMILES	SW480 rereplic	S2 tox	IL1B secr inh	KB-3-1 tox	HT1080NT lethal	HepG2 tox	ATXN2 expr inh	HT1080 IDH1KD tx	MCF10A rerep
CCCCn1c(O)c(C(C)=NCCc2ccccc2)c(=O)[nH]c1=O	-5.6%[9.22 µM]	i	29.8	-13.9%	1.8%	2.0%	3.1%	-3.8%	-10.9%
Cc1ccc(/C=C/C(=O)C2C(=O)c3ccccc3C2=O)cc1	-7.0%	i	12.0	?	-23.9%	-29.7%	?	-2.5%	?
COc1ccc(CN2CCCC(C(=O)c3ccccc3SC)C2)cc1O (stereo not given)	?	i	-12.8	4.5%	-5.2%	-41.3%	.	-7.1%	8.5%
O=C(C(Cc1ccccc1)NS(=O)(=O)c1ccc(F)cc1)N1CCC2(CC1)OCCO2 (stereo not given)	-2.0%	i	-17.2	-3.2%	8.1%	2.1%	-21.1%	1.3%	1.0%
O=c1c2ccccc2ncn1-c1ccc([N+](=O)[O-])c(C(F)(F)F)c1	-8.4%	i	13.0	16.6%	-1.1%	-1.3%	1.2%	-0.8%	0.9%
Nc1ccc(C(=O)N/N=C2/CN3CCC2CC3)cc1	-0.2%	i	9.5	6.4%	-0.7%	5.0%	1.7%	?	20.7%
O=C1/C(=C/c2ccc3c(c2)OCO3)SC(=S)N1CCC(=O)N(CCO)c1ccccc1	.	?	-27.2	?	-0.7%	-23.5%	.	-1.9%	.
COc1ccc(-c2n[nH]c(=S)n2-c2ccc3c(c2)OCCO3)cc1OC	-36.4%	?	6.9	2.7%	-2.5%	2.2%	.	-2.4%	-4.2%
CCC1(CCCC(=O)c2ccc(F)cc2)C(=O)NC(=S)NC1=O	-5.8%	i	23.2	1.0%	-0.5%	-4.4%	-1.2%	-5.9%	?
CCc1nccc2c1[nH]c1ccccc12	5.7%	i	-1.0	0.0%	0.0%	-27.9%	-11.3%	-6.0%	8.9%
CCOC(=O)NC(O)C(Cl)(Cl)Cl (stereo not given)	2.9%	i	.	.	.	.	4.0%	.	-1.5%
CCN(CC)S(=O)(=O)c1ccc(N=Cc2c(O)n(-c3ccccc3)c(=O)[nH]c2=O)cc1	-1.9%	i	27.1	6.0%	-3.5%	-60.5%	-15.8%	-2.5%	-2.0%
NC(=O)c1ccc(N=Cc2c(O)n(Cc3ccco3)c(=O)[nH]c2=O)cc1	3.0%	i	39.2	0.3%	7.2%	11.2%	.	10.6%	0.6%
O=C(N/N=C/c1c(O)n(Cc2ccco2)c(=O)[nH]c1=O)c1ccccc1O	6.2%	?	4.9	0.8%	17.1%	2.4%	0.8%	12.9%	-0.8%
C[C@@H]1CN([C@H](C)CO)C(=O)c2cc(/C=C/c3ccccc3)cnc2O[C@H]1CN(C)C(=O)NC1CCCCC1	.	?	?	15.7%	-2.9%	-9.2%	-26.5%	-9.7%	.
CCN(CC)C(=O)c1ccc(NC(=O)C2=C(C)OCCS2)cc1	-7.7%	i	2.5	-4.2%	-2.1%	3.4%	5.9%	6.8%	-0.3%
COc1ccccc1OCC#CCN1CCCC(C)C1 (stereo not given)	-2.9%	i	14.3	1.6%	11.0%	-5.9%	.	10.5%	12.5%
Cc1ccccc1-n1nc(C)c2c1NC(=O)CSC2c1ccc(N(C)C)cc1 (stereo not given)	.	i	.	-0.4%	.	-4.2%	-1.4%	.	.
Cc1nccn1-c1c([N+](=O)[O-])c(=O)n(C)c2ccccc12	-2.4%[9.22 µM]	?	-91.6*	24.0%	-13.8%	10.4%	8.1%	-20.7%	10.3µM*
N#CC1=C(N)Oc2c(c(=O)oc3ccccc23)C1c1ccc(OC(=O)N2CCOCC2)cc1 (stereo not given)	2.2%	i	1.3	8.8%	14.6%	-3.1%	-2.3%	17.9%	-4.2%
CC1(C)CN(S(=O)(=O)OCC(Cl)(Cl)Cl)C(=O)N1	-3.1%	i	19.2	0.0%	12.4%	2.8%	4.9%	3.8%	-2.8%
COc1cc2c(cc1O)CC[C@@H]1[C@@H]2CC[C@]2(C)[C@@H](O)CC[C@@H]12	3.26µM*	?	-11.0	1.64µM*	?	-22.8%	-13.5%	?	?
CN1CCN(c2ccc([N+](=O)[O-])c(N/N=C3\CN4CCC3CC4)c2)CC1	-3.7%	10µM*	?	-4.5%	-9.7%	-22.3%	-7.2%	-13.0%	1.3%
O=C1c2ccccc2C(=O)C1C(=O)C(c1ccccc1)c1ccccc1	?	?	.	.	.	.	?	.	23.7µM*
COc1cc(C=C2C(=O)NC(=O)NC2=O)cc(OC)c1OC	-5.3%	i	0.0	2.4%	14.8%	-1.0%	.	15.0%	1.1%

2 consecutive entries out of the list so far, for reference:
SMILES	SW480 rereplic	S2 tox	IL1B secr inh	KB-3-1 tox	HT1080NT lethal	HepG2 tox	ATXN2 expr inh	HT1080 IDH1KD tx	MCF10A rerep
CCCCn1c(O)c(C(C)=NCCc2ccccc2)c(=O)[nH]c1=O	-5.6%[9.22 µM]	i	29.8	-13.9%	1.8%	2.0%	3.1%	-3.8%	-10.9%
Cc1ccc(/C=C/C(=O)C2C(=O)c3ccccc3C2=O)cc1	-7.0%	i	12.0	?	-23.9%	-29.7%	?	-2.5%	?

Further entries:
SMILES	SW480 rereplic	S2 tox	IL1B secr inh	KB-3-1 tox	HT1080NT lethal	HepG2 tox	ATXN2 expr inh	HT1080 IDH1KD tx	MCF10A rerep
CCOC(=O)COc1ccc(/C=C2\C(=O)NC(=S)N(c3ccc(OC)cc3)C2=O)cc1OC	-16.1%	i	10.4	-33.4%	1.3%	2.2%	-0.6%	-3.4%	-3.3%
Cc1cc(Cl)ccc1OCC(=O)N1CCN(C)CC1	-5.8%	i	1.4	-2.6%	-8.6%	1.7%	-0.4%	-9.9%	-1.2%
CCn1ccnc1CN1CCCC(C(=O)c2ccc(OC)cc2OC)C1 (stereo not given)	-4.6%	i	19.6	-9.0%	-8.5%	-22.2%	-11.8%	-7.2%	6.6%
CC(=O)NC1CC2CCCC(C1)N2 (stereo not given)	-7.1%	i	-4.0	?	15.1%	5.0%	2.0%	8.7%	1.0%
Cc1ccc2nc(-c3ccc(CN4CCC(n5c(=O)[nH]c6ccccc65)CC4)cc3)c(-c3ccccc3)nc2c1	.	?	-73.9*	?	?	.	-24.9%	?	.
Cc1ccc(Cc2c(C)nc3nc(SCC(=O)N4CCC5(CC4)OCCO5)nn3c2C)cc1	-9.6%	i	10.0	-3.5%	-18.5%	-21.3%	-12.7%	-6.9%	6.1%
Cc1cc(C)cc(NC(=O)Cn2cc(C(=O)c3cccs3)c3ccccc32)c1	.	?	.	0.0%	.	-26.4%	-32.3%	.	.
CN1Cc2c(c(C#N)c(N)n(C)c2=S)CC1(C)C	-27.1%	i	0.6	1.9%	-4.5%	-14.3%	-10.1%	2.9%	-4.6%
COc1ccc2c3c([nH]c2c1)C(C)=NCC3	?	.	-83.8*	0.0%	24.7%	-8.8%	-0.3%	10.4%	-8.4%&16.1%
C=CCCC1(C(C)C)C(=O)NC(=S)NC1=O	-2.6%	i	13.6	5.6%	-1.3%	6.7%	5.5%	0.9%	-1.1%
CCC(=NCCN1CCCCC1)c1c(O)n(C)c(=O)n(C)c1=O	-6.7%	i	-0.4	-0.8%	7.3%	-1.1%	-2.5%	2.8%	-7.3%
O=P(C(Cl)Cl)(N1CCCCC1)N1CCCCC1	-0.7%	i	0.1	4.2%	14.6%	1.1%	8.4%	2.2%	11.5%
O=C(CNC(=O)c1cccc(Cl)c1)Nc1ccc(Br)cc1C(=O)c1ccccc1	3.9%	?	?	-2.0%	2.0%	16.5%	-2.6%	-3.9%	?
CN(Cc1ccccc1)C(=O)CN1CCCC1=O	0.1%	i	8.6	-3.0%	5.1%	0.1%	.	5.5%	-0.5%
O=c1cccc2n1CC1CNCC2C1 (stereo not given)	-82.8%[inhibitor]	i	0.0	0.0%	6.9%	6.6%	4.5%	7.9%	-19.7%
COc1cccc(-n2c(/C=C/c3ccccc3O)nc3ccccc3c2=O)c1	.	i	.	?	.	-31.6%	?	.	.
O=c1[nH]c(=O)n(-c2ccc(Cl)cc2)c(O)c1C=Nc1ccc(S(=O)(=O)Nc2nccs2)cc1	2.5%	?	5.6	9.1%	0.2%	25.0%	5.3%	-1.4%	2.9%
CCc1ccccc1NC(=O)C(CC)Oc1ccccc1-c1nnc(-c2ccccc2)o1 (stereo not given)	.	?	.	14.6µM*	.	-3.2%	?	.	.
Cc1[nH]c2ccc(O)cc2c1CCN	-20.1%	i	-19.6	0.0%	18.1%	-17.3%	5.1%	8.7%	-0.5%
CN1C2C=C(N(C(=O)c3ccc(Cl)cc3)c3ccccc3)CC1CC2 (stereo not given)	-3.3%	i	-4.2	0.0%	-13.7%	-10.4%	-15.1%	-4.0%[9.24 µM]	?
COc1ncccc1C(=O)NCC(CC(=O)O)c1ccccc1 (stereo not given)	-0.6%	i	-21.8	-1.4%	-12.7%	-0.6%	0.7%	-0.2%	0.7%
CCN1CCN(Cc2nnnn2C(C)(C)C)CC1	-0.8%	i	0.0	-4.4%	13.4%	17.7%	5.7%	16.1%	6.7%
C[C@]12CCC3C(CC[C@H]4C[C@@H](O)[C@H](O)C[C@]34C)C1CC[C@@H]2O (stereo not given in full)	-9.6%	i	17.0	-2.0%	2.6%	-5.8%	-0.4%	2.2%	10.1%
O=C(Cn1nc(Cc2cccnc2)c2ccccc2c1=O)N1CCC2(CC1)OCCO2	-2.6%	i	13.0	3.5%	7.1%	-0.8%	9.0%	7.5%	-24.6%
COc1cc(-c2ccc(N)c(OC)c2)ccc1N	-0.1%	i	-14.4	0.0%	-12.9%	-5.7%	-1.8%	-3.7%	-49.8%[inhibitor]
O=C(c1ccccc1)c1ccc(N=Nc2c(O)[nH]c(=O)[nH]c2=O)cc1	-4.8%	i	2.9	-7.7%	-5.4%	-38.7%	.	-10.1%	-12.8%

From PubChem BioAssay
